ATXN2 expr inh – Primary qHTS for Inhibitors of ATXN expression; HEK-293 ATXN2-luciferase reporter, luminescence, 24 h; Potency, µM (doses to about 57 µM), for the others: top-dose activity change, negative = inhibition, actives largely listed as inhibitors; 360,000 compounds, 0.72% hits; also: potency is read from the fitted curve at half-maximal effect; % is scaled to controls: 0 for no effect and ±100 for the full control effect; nearly all actives have a fitted effect of over 55% in size
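qHTS (up to 57 uM final) was run with 24 h compound exposure of reporter cells at 37 °C. Each well was multiplexed: SteadyGlo luminescence measured ATXN2-luciferase expression after a fluorogenic Gly-Phe-AFC viability readout (25 uM final).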
HT1080 IDH1KD tx – qHTS for induction of synthetic lethality in tumor cells producing 2HG: qHTS for the HT-1080-IDH1KD cell line; HT-1080 IDH1 knockdown viability, ATP luminescence, 48 h; Potency, µM (titrated, usually from 46.1 µM), for the others: top-dose activity, negative = toxicity, most hits filed as cytotoxic; 360,000 compounds, 2% hits;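 also: potency is read from the fitted curve at half-maximal effect; 0% = DMSO wells and -100% = cell-free medium wells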
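IDH1KD HT-1080 cells, 750/well, RPMI + 5% FBS; compound pinned after 2 h settling; 48 h, 37 °C; CellTiter-Glo luminescence; % activity normalised to DMSO and no-cell wells; curves fitted, classed by r2 and efficacy.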
SW480 rereplic – A quantitative high throughput screen for small molecules that induce DNA re-replication in SW480 colon adenocarcinoma cells. SW480 DNA re-replication, Hoechst DNA content imaging, 48 h. Potency, µM (highest dose often 46.1 µM), without a hit: at the top dose re-replication activation, actives largely listed as activators. 340,000 compounds, 1.8% hits. AID 624297, 2012; also: potency is read from the fitted curve at half-maximal effect; % of control where 0% means no effect; nearly all actives have a fitted effect of over 55% in size
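Image-based DNA-content assay: after two days of treatment, nuclei were labelled with the DNA dye Hoechst and imaged, and hits were compounds raising the count of nuclei showing high fluorescence intensity.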
KB-3-1 tox – qHTS assay for MDR1-selective chemotherapeutics: Primary screen using the parental adenocarcinoma cell KB-3-1. AID 1347075, 2019. 400,000 compounds, 1.4% hits. Potency, µM (series often up to 46.1 µM), inactives show at the top dose activity change, negative = cytotoxic, actives largely listed as cytotoxic. KB-3-1 viability, CellTiter-Glo ATP luminescence, 72 h; also: potency is read from the fitted curve at half-maximal effect; % is scaled to controls: 0 for no effect and ±100 for the full control effect; nearly all actives have a fitted effect of over 60% in size
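Cytotoxicity measured as CellTiter-Glo luminescence after 72 h at 37 C. Compound titrations were pinned onto drug-naive KB-3-1 parental adenocarcinoma cells grown in DMEM with 10% FBS, and normalized data fitted to concentration-response curves.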
IL-1B inflam inh – qHTS for Inhibitors of Inflammasome Signaling: IL-1-beta AlphaLISA Primary Screen | THP-1 LPS/ATP IL-1B secretion, AlphaLISA, 16 h; stronger effect = lower value | 360,000 compounds, 4.7% hits | activity change, % at 57.5 µM; in the data active = activity change below about -50%; inconclusive = mostly about -30% to -49%; also: % is scaled to controls: 0 for no effect and ±100 for the full control effect
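Secreted IL-1B measured by AlphaLISA bead assay after 16 h compound exposure of THP-1 cells; compounds (final up to 57.5 uM) added 1 h before LPS (250 ng/mL) and ATP (1.25 mM) stimulation; lower signal means less secretion.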
HepG2 tox – qHTS for Inhibitors of TGF-b: Cytotox Counterscreen | HepG2 CAGA-GFP viability, ATP luminescence, 18 h | Potency, µM (top dose mostly 46.1 µM), without a hit: at the highest dose activity change, negative = cytotoxicity, most hits filed as cytotoxic | 410,000 compounds, 0.76% hits | AID 588856, 2011; also: potency is read from the fitted curve at half-maximal effect; some results filed as inactive show a strong effect at the top dose
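CellTiter-Glo luminescence gave cytotoxicity after 18 hours at 37 degrees C. The cells were HepG2 CAGA-GFP in 1% FBS DMEM, stimulated with 500 pg/mL TGF-beta after compound addition. %Activity was normalised to no-cell wells (complete cell-killing) and DMSO (no toxicity), and curves were fitted and classified.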
MCF10A rerep – A quantitative high throughput screen for small molecules that induce DNA re-replication in MCF 10a normal breast cells. Potency, µM (top dose mostly 46.1 µM), for the others: at the top dose activity, positive = re-replication, hits mostly activators. 350,000 compounds, 2.9% hits. MCF 10A DNA re-replication, Hoechst nuclear intensity, 48 h. AID 624296, 2012; also: potency is read from the fitted curve at half-maximal effect; % of control where 0% means no effect; nearly all actives have a fitted effect of over 50% in size
S2 tox – Viability Counterscreen for Primary qHTS for Inhibitors of ATXN expression; AID 651635, 2014; 400,000 compounds, 0.49% hits; Potency, µM (titrated, usually from 56.7 µM), actives largely listed as cytotoxic; S2 cells (HEK-293 line with an ATXN2-luciferase reporter) viability, CellTiter-Fluor protease fluorescence, 24 h; also: potency is read from the fitted curve at half-maximal effect; nearly all actives have a fitted effect of over 40% in size
HT1080NT lethal – qHTS for induction of synthetic lethality in tumor cells producing 2HG: qHTS for the HT-1080-NT fibrosarcoma cell line | AID 686970, 2013 | 360,000 compounds, 1.6% hits | Potency, µM (top dose mostly 46.1 µM), for inactives: top-dose activity, negative = less viability, most hits filed as cytotoxic | HT-1080-NT fibrosarcoma viability, CellTiter-Glo ATP luminescence, 48 h;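 also: NT is the 2HG producing partner of a matched IDH1 knockdown line; potency is read from the fitted curve at half-maximal effect; 0% = DMSO-treated cells and -100% = media-only wells without cells; nearly all actives have a fitted effect of over 55% in size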
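Viability by CellTiter-Glo luminescence after 48 h compound exposure at 37C of HT-1080-NT cells (750/well, RPMI, 5% FBS). % activity scaled between DMSO wells and medium-only wells, then curve-fitted and categorized by curve class.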
* marks the source's active call; other numbers are inactive results; i = inactive; ? = inconclusive; . = no result given; & = joins results of further samples; [ ] = dose if it differs, or a comment. Unless noted, calls follow the shape of the dose curve; as a rule, active = well fitted curve in the direction sought with a large enough effect; inconclusive = small, poorly fitted or top-dose-only effect, or another doubt; inactive = no such curve, though single readings can be large; an effect the other way counts as inactive or inconclusive. Rows are unselected (roughly 8.9% active in at least one column).

SMILES	ATXN2 expr inh	HT1080 IDH1KD tx	SW480 rereplic	KB-3-1 tox	IL-1B inflam inh	HepG2 tox	MCF10A rerep	S2 tox	HT1080NT lethal
CN(C)/C=N/c1nc(Sc2ccc(C(F)(F)F)cc2[N+](=O)[O-])n[nH]1	-9%	2%	3%[9.22 µM]	0%	-13	5%	2%	i	10%
CCOC(=O)c1c(S(=O)(=O)N2CCCC(C)C2)c(C)n(C)c1C (stereo not given)	-7%	-2%	-2%	16%	8	27%	-1%	i	-2%
CC(=O)c1c(N2CCN(C)CC2)nc(=S)n(-c2cc(C)ccc2C)c1C	-35%	4%	-4%	-1%	0	-2%	-20%	?	-2%
CC(NC(=O)CN1C(=O)NC(c2ccccc2)(c2ccccc2)C1=O)c1cccs1 (stereo not given)	6%	-1%	-3%	2%	0	-3%	10%	i	-5%[9.24 µM]
Cc1noc(NC(=O)c2ccccc2C(F)(F)F)c1C#N	-10%[11.3 µM]	3%	3%	-1%	-3	11%	-8%	i	7%
CCN(CC)C(=O)CSc1nc(-c2ccc(C)cc2)nc2c1Cc1c(CO)cnc(C)c1O2	-15%	.	.	-5%	.	-34%	.	?	.
O=C(O)CC(=O)Nc1cc(Cl)ccc1O	1%	20%	2%	9%	9	-17%	-2%	i	10%
COc1ccc(C2C=C(C)Nc3nc4ccccc4n32)cc1 (stereo not given)	25%	-6%	12%	-1%	21	-21%	10%	.	-3%
CCOCCCNC(=O)C1(O)c2ccccc2NC(=O)N1c1ccc(Cl)c(Cl)c1 (stereo not given)	0%	-2%	1%	6%	24	1%	-1%	i	4%
COc1ccc(-c2cc(C(=O)N(C)Cc3ccc(F)cc3)c3ccccc3n2)cc1OC	-14%	-1%	12%	-3%	-8	-42%	?	?	-3%
COc1ccc(NS(=O)(=O)c2ccc3c(c2)CCCN3C(C)=O)cc1	-6%	0%	?	?	3	-18%	0%	i	-5%
COc1ccccc1NC(=O)Oc1ccc(C(C)=O)cc1	10%	16%	-15%	2%	-7	0%	4%	i	20%
c1ccc(CCNc2ccc3ncc(-c4cccc5ccccc45)n3n2)nc1	-7%	-8%	.	0%	6	3%	.	i	-25%
COc1cccc(COC(=O)c2cc(S(=O)(=O)N3CCCCC3)ccc2N2CCOCC2)c1OC	2%	9%	-343%[inhibitor]	-2%	-7	-10%	4%	i	10%
Cc1csc(=O)n1CC(=O)OCC(=O)Nc1ccc(F)c(F)c1F	.	4%	.	-1%	-19	0%	.	i	13%
C[C@@H](C(=O)Nc1ccc2ccccc2c1)[C@@H]1C[C@@]1(C)[C@@H](NC(=O)OCc1ccccc1)c1ccccc1	3%	1%	?	0%	-18	-58%	?	i	5%
COc1ccc(S(=O)(=O)N2CCCCCC2)cc1C(=O)N(C)Cc1ccc(C(C)(C)C)cc1	?	?	-17%	?	-72*	-27%	18µM*	?	?
CCN1CCN(c2ccc(NC(=O)c3cccc(N4CCCC4=O)c3)cc2)CC1	65%[activator]	19%	-4%	16%	-13	-12%	24%	i	14%
CC1=C(C#N)C(c2ccccc2O)C(C#N)=C(C)N1	-7%	11%	-11%	15%	17	-6%	-6%	i	13%
CCCCCSc1nnc(-c2ccccc2N)c(=O)[nH]1	5%	10%	1%	8%	7	-3%	4%	i	15%
O=C(Nc1ccc(N2CCOCC2)cc1)c1cc2c(s1)CCCCC2	-12%	7.3µM*	?	?	-80*	-18%	16%	i	-3%
C[C@@H]1O[C@@H](OC[C@H]2O[C@@H](Oc3c(-c4ccc(O)cc4)oc4cc(O)cc(O)c4c3=O)[C@H](O)[C@@H](O)[C@@H]2O)[C@H](O)[C@H](O)[C@H]1O	0%	1%	-5%	1%	21	-14%	2%	i	-1%
COc1ccc(-c2nnc(SCCOc3cccc(C)c3)n2N)cc1	-9%	-2%	-10%	-9%	?	2%	6%	i	-1%
CC(C)C(=O)Nc1cc(S(=O)(=O)Nc2ccc(Cl)cc2)ccc1Cl	-23%	?	-6%	?	37	-48%	?	i	-26%
Cc1ccc(NC(=O)c2cc(S(=O)(=O)NCCC3=CCCCC3)ccc2F)cc1	-14%	-25%	25%	?	-65*	-9%	?	?	-16%
CC(NC(=O)c1cc(-c2ccccn2)nc2ccc(Cl)cc12)C1CCCO1 (stereo not given)	-6%	-3%	8%	.	13	3%	?	i	0%
Cc1c(C(=O)NCc2ccccc2C(F)(F)F)sc(=O)n1Cc1ccccc1C#N	-17%	1%	.	15%	-19	-11%	.	i	1%
Cc1cc(C(F)F)n2nc(C(=O)Nc3ccc(S(=O)(=O)NC45CC6CC(CC(C6)C4)C5)cc3)nc2n1	-5%	?	28%	1%	46	0%	2%	i	?
Cc1ccc(OCCNc2ccc(S(=O)(=O)N3CCCC3)cn2)cc1	-13%	-24%	21µM*	-18%	-15	0%	58%	i	-21%
COc1ccc(NC(=O)COc2ccc(N(C)S(=O)(=O)c3ccc(Cl)cc3)cc2)cc1	-24%	-9%	5%	0%	-52*	-15%	1%	i	-6%
CSc1ncnc2c1ncn2CCCN1CCN(Cc2cccc3ccccc23)CC1	-34%	-10%	.	2%	?	-34%	.	?	-3%
Cc1ccc(C[n+]2ccccc2)cc1	7%	-16%	3%[9.22 µM]	?	46	-16%	5%	i	-3%
COC(=O)N/N=C/c1cc(Br)ccc1O	0%	5%	-3%	-3%	-16	8%	7%	i	2%
Cc1cccc(-c2nnc(SCC(=O)Nc3nc4c(s3)CCCC4)n2C)c1	-1%	-1%	7%[9.22 µM]	14%	?	-19%	-14%	i	5%
COCCN(C(=O)c1ccc(COc2ccccc2)o1)c1c(N)n(CC(C)C)c(=O)[nH]c1=O	7%	4%	-3%	22%	-3	5%	-2%	?	4%
COc1ccc(CN(C)C(=O)c2ccncc2)c(OC)c1	1%	0%	-4%	-1%	26	-6%	0%	i	-1%
Cc1ccc(C(=O)Nc2ccc3oc(-c4ccncc4)nc3c2)c(Cl)c1	-3%	.	.	-11%	.	-8%	.	i	.
COc1cc(CN2CCNC(=O)C2CC(=O)NC2CCCCC2)cc(OC)c1 (stereo not given)	-12%	1%	2%	.	-5	-38%	1%	i	-3%
CCNC(=O)OCC12CC3CC(CC(C3)C1)C2	-25%	-3%	-3%	2%	0	-21%	14%	i	-4%
C/C(=N\NC(=O)Cn1nc(C)c([N+](=O)[O-])c1C)c1ccc(O)cc1	-7%	-9%	-3%	-2%	0	-4%	1%	i	-5%
CCOC(=O)c1c(-c2ccc(C)cc2)csc1NC(=O)c1cc(=O)c2cc(C)cc(C)c2o1	-6%	.	.	1%	.	11%	.	i	.
O=C(CN1C(=O)COc2ccc(S(=O)(=O)N3CCCCCC3)cc21)NCc1ccc(F)cc1	-7%	-16%	2%	0%	-17	-7%&-2%	-8%	i	0%
CCc1cc2c(Sc3nc4ccccc4s3)ncnc2s1	?	?	?	12µM*	?	-18%	?	?	5.2µM*
COc1ccc(C(O)c2ncc(-c3ccc4ccccc4c3)[nH]2)cc1F (stereo not given)	10%	-25%	.	0%	-3	-15%	.	i	-22%
CCCCOc1ccc(CSC2=NCCN2)cc1[N+](=O)[O-]	.	-22%	?	?	-99*	-17%	21µM*	?	?
CCc1ccc(CN2CCN(C(=O)c3ccco3)CC2)cc1	-16%	-6%	10%	?	?	-2%	14%	i	-2%
O=C(c1ccccc1Br)N1CCN(c2ccccn2)CC1	24%	-15%	-1%	13%	8	10%	1%	i	-18%
CC(=O)ONC(=Nc1ccccc1)c1nonc1N	12%	?	3%	19%	-18	-21%	-2%	i	21%
COc1ccc(/C=N/NC(=S)Nc2cc(S(=O)(=O)N3CCOCC3)ccc2N2CCOCC2)cc1O	-18%	16µM*	?	?	0	-30%	?	i	21µM*
CCN(Cc1cnn(C)c1)Cc1nc(C2(c3ccc(C)cc3)CCCC2)no1	-13%	-2%	-2%	5%	2	-24%	16%	i	-3%
CCCOc1ccc(C(=O)Nc2ccc(N3CCOCC3)cc2N2CCOCC2)cc1OCC	.	-2%	.	-5%	-9	-3%	.	i	10%
Cc1noc(C)c1COc1cccc(C(=O)OCC(=O)N2CC(=O)Nc3ccccc32)c1	37%[activator]	1.8µM*	9.2µM*	1.5µM*	83	-2%	1.8µM*	i	?
CCOC(=O)C1CCN(C(=O)C2CC(=O)N(c3ccc(C)cc3)C2)CC1 (stereo not given)	6%	4%	0%	30%	10	-16%	-5%	i	1%
Cn1nc(C(C)(C)C)c([N+](=O)[O-])c1C(=O)NC(C)(C)C	-15%	-1%	-3%	2%	13	-18%	12%	i	16%
CCOC(=O)[C@]12CCCC=C1N(Cc1ccc3c(c1)OCO3)C(=O)[C@H](CC(=O)NCC1CCCCC1)C2	-15%	?	.	-10%	22	.	.	?	?
O=C(NCc1cccs1)c1nc2c(nnn2Cc2ccc(F)cc2)c(=O)[nH]1	-12%	?	-1%	3%	25	-26%	-5%	i	-22%

Three of the entries above in order of their number in IL-1B inflam inh, ascending:
Molecule,IL-1B inflam inh
COc1ccc(/C=N/NC(=S)Nc2cc(S(=O)(=O)N3CCOCC3)ccc2N2CCOCC2)cc1O,0
O=C(NCc1cccs1)c1nc2c(nnn2Cc2ccc(F)cc2)c(=O)[nH]1,25
Cc1noc(C)c1COc1cccc(C(=O)OCC(=O)N2CC(=O)Nc3ccccc32)c1,83

Compound activity as filed in PubChem.
